Screens (PubChem)
T cruzi intra = inhibitors of intracellular Trypanosoma cruzi, primary screen, cell-based, plate reader, single point, set 2; intracellular Trypanosoma cruzi in host cells; activity score (inhibition), % at 5.01 µM; 22,000 tested, 4.9% active; AID 651903, 2012; in the data active means activity score above about 55%; inconclusive means no clear call, values can overlap the other calls;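 further: parasites and compound incubated about four days before reading; 0% = median of neutral control wells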
INS-1E rescue = protection of INS-1E cells from cytokine death, primary screen, ATP luminescence, single point. INS-1E cytokine-induced death, 48 h; normalised: neutral wells 0, positive control 100. protection from cytokine-induced ATP loss, % at 10 µM. 20,000 tested, 0.1% active. AID 488910, 2010;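 active means mean replicate protection from cytokine-induced ATP loss at least 50% and at least 75% of replicates each reaching 50%; inconclusive means meets only one of the two criteria, mean or replicate share; inactive means fails both the mean and replicate share criteria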
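Assay system: INS-1E rat cells / Quantity: 8000 cells per well / Medium: RPMI without phenol red, 5% FBS / Probe or stimulus: three-cytokine cocktail (IFN-γ, TNF-α, IL-1β) / Dosing: one compound concentration, pin transfer / Timing: 48 h co-treatment, 10 min post-lysis read / Technique: CellTiter-Glo luminescence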
Numbers without * were called inactive; ? = inconclusive; . = not tested or not shown.

SMILES	T cruzi intra	INS-1E rescue
C[C@@H]1CN([C@H](C)CO)C(=O)c2cccc(N(C)C)c2O[C@H]1CN(C)C	10.8	7.2
CNC[C@H]1OCCCC[C@@H](C)Oc2ccc(NS(=O)(=O)c3cn(C)cn3)cc2C(=O)N([C@H](C)CO)C[C@@H]1C	-41.5	11.4
Cc1ccc(S(=O)(=O)Nc2ccc3c(c2)CC(=O)N([C@@H](C)CO)C[C@H](C)[C@H](CN(C)CC2CCCCC2)O3)cc1	37.5	-7.9
CC(C)NC(=O)N(C)C[C@@H]1Oc2c(NC(=O)c3cnccn3)cccc2C(=O)N([C@@H](C)CO)C[C@H]1C	-10.2	-4.8
COC(=O)CCCCCCC(=O)N/N=C/c1cccc(NC(=O)OC(C)(C)C)c1	30.8	2.3
Cc1noc(C)c1NC(=O)Nc1ccc2c(c1)C(=O)N([C@@H](C)CO)C[C@H](C)[C@H](CN(C)Cc1ccncc1)O2	-3.9	-4.1
C[C@@H]1CN([C@H](C)CO)C(=O)c2cc(NC(=O)Cc3cn(C)c4ccccc34)ccc2O[C@@H]1CN(C)S(=O)(=O)c1ccc(F)cc1	21.5	1.6
Cc1noc(C)c1S(=O)(=O)Nc1ccc2c(c1)CC(=O)N([C@@H](C)CO)C[C@H](C)[C@H](CN(C)C(=O)NC1CCCCC1)O2	-4.5	-3.5
COc1ccc(S(=O)(=O)Nc2cccc3c2O[C@@H](CN(C)C)[C@H](C)CN([C@@H](C)CO)C3=O)cc1	-16.2	7.7
C[C@@H]1CN([C@@H](C)CO)C(=O)c2cc(NS(=O)(=O)c3cccs3)ccc2O[C@H]1CN(C)Cc1ccc(-c2ccccc2)cc1	40.6	-9.5
C[C@@H]1CN([C@H](C)CO)C(=O)c2cc(NC(=O)Nc3ccc4c(c3)OCO4)ccc2O[C@@H]1CN(C)S(C)(=O)=O	-15.7	0.5
COc1ccc(NC(=O)N(C)C[C@H]2Oc3ccc(NC(=O)CCN4CCOCC4)cc3C(=O)N([C@@H](C)CO)C[C@H]2C)cc1	-4.5	8.7
COc1ccc(CN(C)C[C@@H]2Oc3ccc(NC(=O)Nc4c(C)noc4C)cc3CC(=O)N([C@H](C)CO)C[C@@H]2C)cc1	-4.2	0.3
C[C@@H]1CCCCO[C@@H](CN(C)S(C)(=O)=O)[C@@H](C)CN([C@H](C)CO)C(=O)c2cc(NC(=O)c3ccncc3)ccc2O1	-28.5	-0.9
C[C@H](CO)N1C[C@H](C)[C@@H](CN(C)C(=O)Nc2ccccc2)Oc2ccc(NC(=O)CCCCCC(=O)Nc3ccccc3N)cc2C1=O	-33.0	9.0
C[C@@H]1CN([C@@H](C)CO)C(=O)Cc2cc(NC(=O)CCCCCC(=O)Nc3ccccc3N)ccc2O[C@@H]1CN(C)C(=O)Nc1ccccc1	-9.4	5.9
C[C@@H]1CCCCO[C@@H](CN(C)Cc2ccccc2)[C@@H](C)CN([C@H](C)CO)C(=O)c2cc(NC(=O)C3CCCCC3)ccc2O1	6.1	2.0
C[C@H](CO)N1C[C@H](C)[C@H](CN(C)Cc2ccc(C(=O)Nc3ccccc3N)cc2)Oc2ccc(NC(=O)Cc3cn(C)c4ccccc34)cc2C1=O	46.4	4.9
C[C@@H]1CN([C@H](C)CO)C(=O)c2cc(NS(=O)(=O)c3ccc(F)cc3)ccc2O[C@@H]1CN(C)Cc1ccc(C(=O)O)cc1	7.7	3.3
COc1ccc(CN(C)C[C@@H]2Oc3ccc(NC(=O)c4ccncc4)cc3C(=O)N([C@@H](C)CO)C[C@@H]2C)cc1	7.2	-7.0

Part of the list above, as labelled records.
Structure: C[C@H](CO)N1C[C@H](C)[C@H](CN(C)Cc2ccc(C(=O)Nc3ccccc3N)cc2)Oc2ccc(NC(=O)Cc3cn(C)c4ccccc34)cc2C1=O
  T cruzi intra: 46.4
  INS-1E rescue: 4.9
Structure: Cc1noc(C)c1S(=O)(=O)Nc1ccc2c(c1)CC(=O)N([C@@H](C)CO)C[C@H](C)[C@H](CN(C)C(=O)NC1CCCCC1)O2
  T cruzi intra: -4.5
  INS-1E rescue: -3.5

Following part.
SMILES	T cruzi intra	INS-1E rescue
C[C@H](CO)N1C[C@H](C)[C@@H](CN(C)C)Oc2ccc(NC(=O)Cn3cnnn3)cc2C1=O	6.4	6.7
C[C@@H]1CCCCO[C@@H](CN(C)C(=O)C2CCCCC2)[C@@H](C)CN([C@H](C)CO)C(=O)c2cc(NC(=O)Nc3cccc4ccccc34)ccc2O1	20.7	1.1
C[C@H](CO)N1C[C@H](C)[C@H](CN(C)Cc2ccc(Cl)c(Cl)c2)Oc2ccc(NC(=O)Nc3ccccc3)cc2C1=O	-18.8	-3.5
COC(=O)CCCCCCC(=O)N/N=C/c1ccccn1	8.4	-0.3
C[C@@H]1CCCCO[C@H](CN(C)Cc2ccc(C(=O)O)cc2)[C@@H](C)CN([C@H](C)CO)C(=O)c2cc(NS(=O)(=O)c3ccccc3)ccc2O1	-33.0	16.8
Cc1ccc(S(=O)(=O)N(C)C[C@@H]2Oc3c(NC(=O)C4CCCCC4)cccc3C(=O)N([C@H](C)CO)C[C@H]2C)cc1	14.6	-2.5
C[C@@H]1CN([C@H](C)CO)C(=O)Cc2cc(NC(=O)Cc3cn(C)c4ccccc34)ccc2O[C@H]1CN(C)Cc1ccncc1	-15.0	14.1
C[C@H]1CN([C@@H](C)CO)C(=O)c2cc(NC(=O)Cc3cn(C)c4ccccc34)ccc2O[C@H]1CN(C)C(=O)Nc1ccc(C(F)(F)F)cc1	19.2	-1.3
C[C@H]1CN([C@@H](C)CO)C(=O)c2cc(NC(=O)NC3CCCCC3)ccc2O[C@@H]1CN(C)S(=O)(=O)c1cn(C)cn1	-3.9	.
CC(C)NC(=O)N(C)C[C@@H]1Oc2ccc(NS(=O)(=O)c3ccc(F)cc3)cc2C(=O)N([C@@H](C)CO)C[C@H]1C	-2.4	7.6
Cc1ccc(S(=O)(=O)Nc2cccc3c2O[C@H](CN(C)C(=O)Nc2c(C)noc2C)[C@@H](C)CN([C@H](C)CO)C3=O)cc1	-6.8	5.4
C[C@H](CO)N1C[C@H](C)[C@H](CN(C)C(=O)Nc2ccc(C(F)(F)F)cc2)Oc2ccc(NC(=O)Cc3ccccc3)cc2C1=O	14.3	-7.0
COc1ccc(NC(=O)Nc2cccc3c2O[C@@H](CN(C)C(=O)Nc2ccc(F)cc2)[C@H](C)CN([C@@H](C)CO)C3=O)cc1	-6.6	4.5
C#CCOc1ccc(/C=N/NC(=O)c2cccc(C(=O)NO)c2)cc1	-4.3	-7.5
C[C@H]1CN([C@@H](C)CO)C(=O)c2cccc(NS(=O)(=O)c3ccc(Cl)cc3)c2O[C@@H]1CN(C)C(=O)Nc1ccc2c(c1)OCO2	0.8	3.5
C[C@H]1CN([C@@H](C)CO)C(=O)Cc2cc(NC(=O)Cc3cn(C)c4ccccc34)ccc2O[C@H]1CN(C)C(=O)NC1CCCCC1	-2.7	3.7
Cc1ccc(S(=O)(=O)N(C)C[C@@H]2Oc3ccc(NC(=O)Cn4cnnn4)cc3C(=O)N([C@@H](C)CO)C[C@H]2C)cc1	3.8	-1.4
Cc1ccc(S(=O)(=O)Nc2ccc3c(c2)CC(=O)N([C@@H](C)CO)C[C@H](C)[C@H](CN(C)S(=O)(=O)c2ccc(F)cc2)O3)cc1	2.2	-5.7
C[C@@H]1CN([C@@H](C)CO)C(=O)c2cccc(NC(=O)C3CC3)c2O[C@H]1CN(C)C(=O)Nc1ccc(F)cc1	33.2	11.6
C[C@H](CO)N1C[C@H](C)[C@@H](CN(C)S(=O)(=O)c2cccs2)Oc2ccc(NC(=O)Nc3ccc(C(F)(F)F)cc3)cc2C1=O	13.5	-10.9
C[C@@H]1CCCCO[C@H](CN(C)C(=O)c2ccccc2)[C@@H](C)CN([C@H](C)CO)C(=O)c2cc(NC(=O)Nc3ccc(F)cc3)ccc2O1	4.8	-1.2
C[C@@H]1CN([C@H](C)CO)C(=O)c2cc(NS(=O)(=O)c3ccccc3)ccc2O[C@H]1CN(C)S(=O)(=O)c1ccc(Cl)cc1	5.3	-7.9
Cc1ccc(S(=O)(=O)N(C)C[C@H]2Oc3c(cccc3N(C)C)C(=O)N([C@H](C)CO)C[C@@H]2C)cc1	12.0	1.4
C[C@@H]1CN([C@H](C)CO)C(=O)c2cccc(NC(=O)C3CC3)c2O[C@@H]1CN(C)C(=O)Nc1ccc(C(F)(F)F)cc1	-16.8	1.6
C[C@H]1CN([C@@H](C)CO)C(=O)c2cccc(NC(=O)C3CCCCC3)c2O[C@@H]1CN(C)Cc1ccc(Oc2ccccc2)cc1	67.3*	-35.6
C[C@H](CO)N1C[C@H](C)[C@@H](CN(C)Cc2ccncc2)Oc2c(NC(=O)C3CC3)cccc2C1=O	-31.5	4.1
Cc1ccc(S(=O)(=O)N(C)C[C@@H]2Oc3ccc(NC(=O)c4ccncc4)cc3C(=O)N([C@H](C)CO)C[C@H]2C)cc1	-13.7	1.6
C[C@H]1CN([C@@H](C)CO)C(=O)CCCn2cc(nn2)CO[C@H]1CN(C)C(=O)C1CCCCC1	-17.5	.
C[C@@H]1CN([C@H](C)CO)C(=O)c2cccc(NC(=O)Nc3ccc4c(c3)OCO4)c2O[C@H]1CN(C)Cc1ccc(Oc2ccccc2)cc1	31.3	-10.0
CNC[C@@H]1Oc2ccc(NC(=O)Nc3cccc4ccccc34)cc2CC(=O)N([C@H](C)CO)C[C@H]1C	-43.5	0.7
C[C@@H]1CN([C@@H](C)CO)C(=O)c2cccc(NS(=O)(=O)c3ccc(Cl)cc3)c2O[C@@H]1CN(C)Cc1ccc(Oc2ccccc2)cc1	66.5*	-87.3
Cc1noc(C)c1S(=O)(=O)Nc1ccc2c(c1)C(=O)N([C@H](C)CO)C[C@H](C)[C@@H](CN(C)Cc1ccc(-c3ccccc3)cc1)O2	?	-14.7
C[C@H](CO)N1C[C@H](C)[C@H](CN(C)S(C)(=O)=O)Oc2ccc(NC(=O)C3CCCCC3)cc2CC1=O	-13.9	6.0
C[C@H]1CN([C@@H](C)CO)C(=O)c2cc(NC(=O)Cc3ccccc3)ccc2O[C@H]1CN(C)S(=O)(=O)c1ccc(Cl)cc1	15.7	-7.2
C[C@H](CO)N1C[C@H](C)[C@@H](CN(C)Cc2ccc3c(c2)OCO3)Oc2c(NC(=O)c3ccncc3)cccc2C1=O	76.1*	15.1
C[C@H](CO)N1C[C@H](C)[C@H](CN(C)C(=O)Nc2ccc(C(F)(F)F)cc2)Oc2ccc(NS(=O)(=O)c3ccccc3)cc2C1=O	-3.6	-16.7
COc1ccc(S(=O)(=O)Nc2ccc3c(c2)C(=O)N([C@@H](C)CO)C[C@H](C)[C@H](CN(C)Cc2ccc(Oc4ccccc4)cc2)O3)cc1	74.1*	-48.1
C[C@@H]1CN([C@H](C)CO)C(=O)c2cccc(NC(=O)C3CC3)c2O[C@H]1CN(C)Cc1ccc(C(=O)O)cc1	-20.1	1.2
C[C@@H]1CN([C@@H](C)CO)C(=O)c2cccc(NS(=O)(=O)c3cn(C)cn3)c2O[C@@H]1CN(C)Cc1ccc(-c2ccccc2)cc1	-13.8	-3.2
CCOc1cccc(/C=N/NC(=O)c2cccc(C(=O)NO)c2)c1OCC	-13.0	3.0
C[C@H]1CN([C@@H](C)CO)C(=O)CCCn2cc(nn2)CO[C@@H]1CN(C)C(=O)CCCN(C)C	-14.5	.
COc1ccc(/C=N/NC(=O)c2ccccc2O)cc1	-17.5	-29.5
Cc1ccc(S(=O)(=O)Nc2ccc3c(c2)C(=O)N([C@H](C)CO)C[C@H](C)[C@@H](CN(C)Cc2ccc(C(F)(F)F)cc2)O3)cc1	67.5*	2.8
C[C@H](CO)N1C[C@H](C)[C@H](CN(C)S(=O)(=O)c2ccccc2F)OCc2cnnn2CCCC1=O	5.4	.
CC1(C)COC(CCC/C=N/NC(=O)c2cccc(C(=O)NO)c2)OC1	-12.2	-0.5
C[C@H]1CN([C@@H](C)CO)C(=O)Cc2cc(NS(=O)(=O)c3cn(C)cn3)ccc2O[C@H]1CN(C)Cc1ccc(C(F)(F)F)cc1	-13.9	-0.6
Cc1noc(C)c1NC(=O)Nc1ccc2c(c1)CC(=O)N([C@@H](C)CO)C[C@@H](C)[C@@H](CN(C)Cc1ccc(C(=O)Nc3ccccc3N)cc1)O2	45.8	-8.3
C[C@H](CO)N1C[C@H](C)[C@H](CN(C)Cc2ccc(Oc3ccccc3)cc2)Oc2ccc(NC(=O)C3CCCCC3)cc2CC1=O	49.9	-39.5
C[C@@H]1CN([C@H](C)CO)C(=O)c2cccc(NC(=O)Nc3ccc4c(c3)OCO4)c2O[C@H]1CN(C)C(=O)Nc1ccc2c(c1)OCO2	7.6	7.6
CC(C)(C)OC(=O)NC1(/C=N/NC(=O)CCCCCC(=O)Nc2ccccc2O)CCCC1	8.9	-3.2
COc1ccc(NC(=O)N(C)C[C@@H]2Oc3c(NC(=O)c4nc5ccccc5s4)cccc3C(=O)N([C@H](C)CO)C[C@H]2C)cc1	-15.4	-5.4
O=C(N/N=C/c1ccc(-c2ccccc2)cc1)c1ccccc1O	-4.0	6.3

Given with values under each structure: part of the list above.
Results follow in this order: T cruzi intra	INS-1E rescue
- CC(C)(C)OC(=O)NC1(/C=N/NC(=O)CCCCCC(=O)Nc2ccccc2O)CCCC1
→ 8.9	-3.2
- C[C@@H]1CN([C@H](C)CO)C(=O)c2cccc(NC(=O)Nc3ccc4c(c3)OCO4)c2O[C@H]1CN(C)C(=O)Nc1ccc2c(c1)OCO2
→ 7.6	7.6

Only part of the results is shown. The share of hits here may be higher or lower than overall.
